Screens from PubChem.
WT yeast gro inh – growth inhibition of WT yeast, mitochondrial fusion screen; inhibition, % at 10 µM; mitochondrial fusion phenotypic screen, WT strain; 190,000 compounds, 2.1% hits; in the data active = inhibition above about 58%; tested in S. cerevisiae
Yfh1-off respiration – mitochondrial function rescue without frataxin homolog – Friedreich's ataxia, plus single-dose screen, dose response (AID 1465). S. cerevisiae Yfh1-off respiration, WST-1 reduction, 72 h; higher fold induction means a stronger effect. fold induction at 50 µM; hits with a dose series show EC50 in µM. 220,000 compounds, 0.074% hits;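 active = fold induction of absorbance versus untreated yeast above a set limit, then at least 30% activation at any dose in follow-up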;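 also: activators that raise dye reduction in frataxin-depleted yeast; strong numbers were not always called active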
Autophagy mod – alters autophagy in cells; MEF GFP-LC3 puncta imaging; test concentration mostly 10 µM; calls only at 10 µM (by protocol); 190,000 compounds, 0.98% hits;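 active = percentage of spot-positive cells more than 3 SD above its plate mean, without a fluorescence outlier flag or 80% toxicity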;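 also: spot-positive cell cutoff set from DMSO-treated cells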
Dynein cargo inh – dynein cargo transport inhibition; 3617.4 mouse cells, GR-EGFP nuclear translocation imaging; test concentration mostly 20 µM; stimulated with dexamethasone, 1 µM; stronger effect = lower value; z-score, hits read low; 220,000 compounds, 0.47% hits; AID 1381;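 active = plate z-score of nuclear minus cytoplasmic receptor signal below a set negative limit, without overly bright fluorescence or cell loss, cut at about -3.5 in these data, passing the limit was not always enough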;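 also: z-score of nuclear minus cytoplasmic ring GR-EGFP intensity difference per well; some compounds called inactive have numbers as strong as hits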
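Schedule: 48 h induction, then 1 h compound, then 30 min agonist, 37 °C. Buffer or medium: tetracycline-free induction medium containing charcoal-stripped FBS. Reagent: 1.0 µM final dexamethasone stimulus. Evaluation: nuclear versus cytoplasmic GR-EGFP signal, averaged per well. Signal: high-content fluorescence imaging after fixation.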
b-catenin transl – modulators of beta-catenin nuclear translocation; AID 1665; HeLa beta-catenin nuclear translocation, immunofluorescence imaging; nuclear translocation activity, % at 5 µM; 190,000 compounds, 0.3% hits;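 active = nuclear translocation activity above 50% at 5 µM, with a well cell count of 50 or more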;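 also: per-cell ratio of nuclear to cytoplasmic median beta-catenin stain intensity; plate controls were DMSO negative control for no effect and GSK-3 inhibitor IX positive control for full effect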
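System: Human HeLa cells, endogenous beta-catenin | Compound dosing: 5 µM primary, 0.02–20 µM confirmation | Timing: 24 h compound exposure at 37°C, 5% CO2 | Measured by: Fluorescence imaging of beta-catenin antibody stain plus DAPI | Read-out basis: % activation of per-cell nuclear versus cytoplasmic median beta-catenin signal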
PMI inhibition – MPI inhibition at elevated mannose 6-phosphate – biochemical, fluorescence intensity, high mannose 6-phosphate, primary screen (AID 1220) | recombinant PMI enzyme, coupled fluorescence intensity; higher % means a stronger effect | 190,000 compounds, 0.66% hits | inhibition, % at 20 µM; hits with a dose series show IC50 in µM
MT stabilizer – microtubule stabilization, imaging screen | HeLa tubulin immunostaining HCS, 24 h; share of cells brighter than vehicle mean+2SD | % tubulin-high responders, % at 10 µM | 200,000 compounds, 0.83% hits;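 active = plate Z-score above 3 for both tubulin-high and condensed-nucleus cell shares, with cell loss under 80%, at 10 µM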;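 also: anti alpha tubulin signal scored within the nucleus-defined area of each cell; some results filed as inactive read as strong as hits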
PMI inhibitors – MPI enzyme activity inhibition – biochemical, fluorescence intensity, coupled assay, primary screen (AID 1209). one-dose inhibition, % at 20 µM; IC50 in µM for titrated hits. 190,000 compounds, 0.42% hits. purified PMI enzyme, coupled fluorescence intensity; higher % means a stronger effect;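 also: plate controls were DMSO vehicle for no effect and wells lacking substrate for full effect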
Insulin prom up – MIN6 insulin promoter up-regulation | MIN6 insulin promoter-GFP reporter, high-content imaging; stronger effect = higher value | z-score at 5 µM | 190,000 compounds, 0.3% hits | AID 1625;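 active = z-score above 3 at 5 µM with at least 500 cells counted in the well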
WT yeast gro inh mutant strain – second read-out of WT yeast gro inh, no call of its own (marks repeat the call); inhibition, %; mitochondrial fusion phenotypic screen, mutant strain inhibition
Dynein cargo inh cytoplasmic EGFP – second read-out of Dynein cargo inh, no call of its own (marks repeat the call); z-score; measured here: cytoplasmic GR-EGFP intensity; stronger effect = higher value
Dynein cargo inh nuclear GR-EGFP – also measured in Dynein cargo inh; calls as there; z-score; measured here: nuclear GR-EGFP intensity;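 lower value marks the stronger effect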
Dynein cargo inh cell count – also measured in Dynein cargo inh; calls as there; z-score; measured here: cell count per field
Insulin prom up cell count – further read-out of Insulin prom up, marked with its call; cell count; measured here: cytotoxicity, nuclei count;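 total cells summed across four imaged fields per well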
b-catenin transl cell count 5 µM – recorded beside b-catenin transl, whose call it bears; cell count; measured here: cell count, cytotoxicity flag
MT stabilizer Hoechst-high % – also measured in MT stabilizer; calls as there; % Hoechst-high responders; measured here: nuclear condensation Hoechst responders;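 share of cells brighter than vehicle mean plus two SD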
MT stabilizer cytotoxicity % – also measured in MT stabilizer; calls as there; toxicity, %; measured here: cytotoxicity by cell density;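 0% = mean cell density of plate MIN control wells and 100% = no cells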
Autophagy mod cell loss 18 h – second read-out of Autophagy mod, no call of its own (marks repeat the call); toxicity, %; measured here: cell loss, nuclei count;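 cell loss after 18 h compound exposure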
* hit, by the source's call; i = inactive; x = no result given. Rule as the data show it, unless noted: active = inhibition above about 50%; inactive = the rest.

SMILES	WT yeast gro inh	WT yeast gro inh mutant strain	Yfh1-off respiration	Autophagy mod	Autophagy mod cell loss 18 h	Dynein cargo inh	Dynein cargo inh cytoplasmic EGFP	Dynein cargo inh nuclear GR-EGFP	Dynein cargo inh cell count	b-catenin transl	b-catenin transl cell count 5 µM	PMI inhibition	MT stabilizer	MT stabilizer Hoechst-high %	MT stabilizer cytotoxicity %	PMI inhibitors	Insulin prom up	Insulin prom up cell count
Cc1nonc1NC(=O)c1ccccc1Br	5.9	-0.5	i	i	-0.5	-0.756	-0.0236	-0.104	0.574	-0.6	1158	-7.4%	2.4	1.6	3.5	8.0%	1.96	1145
O=C(Cn1c(-c2cscn2)nc2ccccc21)Nc1cc(F)ccc1F	12.2	20.8	i	i	31.5	0.0541	-0.178	0.882	-0.0985	-0.4	1296	-3.9%	2.3	1.2	3.6	-4.0%	-0.2	1588
O=C(Nc1ccccc1F)c1ccc(S(=O)(=O)NCC2CCCO2)cc1 (stereo unspecified)	-4.4	-4.0	i	i	15.8	-0.33	-0.178	0.139	-0.395	-1.5	1005	-0.3%	6.0	2.5	9.9	-8.6%	-0.62	1114
Cc1ccc(N(C(=O)Cc2cccs2)C(C(=O)NCC2CCCO2)c2ccncc2)cc1 (stereo unspecified)	-6.2	-3.9	i	i	2.3	0.0834	-0.264	0.175	-0.695	1.1	1516	4.0%	3.7	0.7	4.8	-2.6%	0.41	1650
CCC(C)NC(=O)Cn1cnc([N+](=O)[O-])c1 (stereo unspecified)	-8.7	-7.6	i	i	3.9	1.69	0.211	1.39	-2.37	-0.2	1054	-6.9%	2.2	1.8	2.7	-2.7%	-0.38	1445
COc1ccccc1CN1CCNC(=O)C1CC(=O)N(C)Cc1cnccn1 (stereo unspecified)	10.9	-5.5	i	i	-3.4	1.93	-0.252	1.23	-1.18	-0.4	1094	25.2%	1.2	1.0	2.5	11.5%	-0.06	1376
O=S(=O)(c1ccccc1S(=O)(=O)N1CCCCC1)N1CCCCC1	-7.8	-4.8	i	i	18.6	-0.31	-0.284	-0.133	0.19	-2.9	1398	5.6%	5.0	4.3	4.4	4.6%	-0.34	1393
CC(CC(=O)Nc1cccc(Cl)c1)c1ccccc1 (stereo unspecified)	34.1	5.3	i	i	9.5	0.157	-0.299	-0.302	0.347	1.0	940	7.2%	2.4	3.4	1.9	7.5%	-0.12	1349
O=S(=O)(Nc1ncccn1)c1ccc(NC(=S)NCCc2ccccc2)cc1	4.6	7.9	i	i	9.0	0.448	-0.314	0.346	0.392	-1.0	1090	-6.8%	0.9	1.6	3.3	-13.3%	-0.58	1238
CN(C)c1ccc(C2CC(=O)NC3=C2C(=O)CC(C)(C)C3)cc1 (stereo unspecified)	8.7	22.2	i	i	-11.0	-1.09	-0.18	-0.311	1.4	0.6	1177	23.8%	3.7	1.7	5.9	-3.1%	-0.67	1130
Cc1noc(C)c1C(=O)N1CCN(c2cccc(Cl)c2)CC1	7.0	2.5	i	i	5.8	-1.04	-0.232	-0.6	0.698	-2.8	1071	-10.6%	2.2	1.8	7.3	-6.3%	-0.72	1281
Cc1ccc(-c2nc3ccccc3[nH]2)cc1NC(=O)c1sc2cc(Cl)ccc2c1Cl	-16.2	-4.1	i	i	0.0	-0.0102	-0.217	-0.0437	-0.0895	1.4	987	-9.9%	2.8	2.9	6.7	-2.9%	-1.67	1333
COc1cc(C(=O)Nc2ccc(S(=O)(=O)Nc3nccc(C)n3)cc2)cc(OC)c1OC	7.5	-9.2	i	i	-5.3	3.57	-0.136	2.32	-2.29	-2.8	1096	12.3%	3.3	1.3	9.8	14.0%	0.11	1857
Cc1cc(/C=C2\NC(=O)NC2=O)c(C)n1-c1cccnc1	x	x	i	x	x	-1.04	-0.261	0.0914	0.739	1.0	1281	x	x	x	x	x	-0.04	1103
COCCNC(=O)C(c1ccc(C)o1)N(CC1CCCO1)C(=O)Cn1nnc2ccccc21 (stereo unspecified)	-10.7	14.7	i	i	12.5	0.761	-0.13	0.772	-0.387	-0.1	1434	3.4%	4.3	2.1	2.1	1.7%	0.48	1170
CCc1sc(/C=C(/C#N)C(N)=S)cc1[N+](=O)[O-]	16.0	11.7	i	i	16.8	1.91	-0.132	1.47	-1.64	-1.0	1126	39.9%	3.6	1.6	9.2	25.4%	0.19	1215
Cc1ccc(N2C(=O)CCC2(C(N)=O)c2ccccc2)cc1 (stereo unspecified)	3.6	6.3	i	i	34.6	-0.134	-0.266	0.0516	0.107	-2.1	1027	-5.5%	1.8	1.4	2.8	-4.8%	-0.19	1646
CCCn1nnc(NC(=O)c2ccccc2Br)n1	2.8	-4.5	i	i	3.8	-0.256	-0.282	0.107	0.471	-2.8	1195	3.7%	2.3	0.9	22.9	10.3%	0.04	1204
c1ccc(Cn2nnnc2C(c2cccs2)N2CCc3ccccc3C2)cc1 (stereo unspecified)	41.3	15.5	i	i	9.3	1.94	0.349	1.6	-0.7	-5.0	1135	-9.0%	4.7	1.8	8.1	2.5%	-0.12	876
CN(CCCn1c(=S)[nH]c2ncccc2c1=O)Cc1ccccc1	-12.8	2.4	i	x	x	-0.643	-0.224	-0.0283	0.472	0.9	1406	7.8%	1.9	2.3	9.4	7.8%	-0.04	1395
CCCOCC(O)CC(CC)C(=O)NNC(=S)Nc1ccccc1 (stereo unspecified)	13.1	17.2	i	i	14.0	0.672	-0.296	0.512	-0.387	-1.7	533	-9.1%	1.7	2.1	3.5	-8.5%	x	x
CC1(C)S/C(=N/N=C/c2ccco2)NC1=O	-9.7	-2.6	i	i	-5.1	1.14	-0.114	0.948	-1.22	-0.6	1160	6.8%	1.4	2.6	8.9	8.4%	-0.48	1518
CSc1oc(-c2ccccc2)nc1S(=O)(=O)c1ccc(C)cc1	-15.5	4.3	i	i	6.7	-0.665	-0.207	-0.152	0.115	x	x	4.8%	5.8	1.6	11.9	-7.1%	-0.61	1196
C=CCn1c(SCC(=O)Nc2sccc2C(N)=O)nc2sc(C)c(C)c2c1=O	1.1	-16.1	i	i	1.0	-0.582	-0.181	-0.154	0.135	x	x	x	10.1	16.6	12.7	x	x	x
CCCCc1ccc(NC(=O)C(=O)NCCN2CCN(Cc3ccc([N+](=O)[O-])cc3)CC2)cc1	17.8	14.7	i	i	-0.1	0.297	-0.263	0.44	-0.506	3.1	1094	-7.6%	3.0	1.0	1.8	-7.5%	-1.72	743
Cc1ccc(-c2nn(CC(=O)Nc3ccc4c(c3)nc3n4CCOC3)c(=O)c3ccccc23)cc1	-19.7	-26.7	i	i	-8.9	-1.15	-0.383	-0.526	0.502	-2.1	710	0.1%	3.1	1.9	10.4	4.7%	-0.89	934
COc1ccc(CNC(=O)CSc2ncnc3nc[nH]c23)cc1	3.4	27.2	i	i	12.5	1.82	-0.179	2.06	-1.72	1.0	1100	9.9%	2.0	1.5	6.6	8.9%	0.19	1232
CCOc1ccc2c(c1)nc(SCC(=O)c1ccc(Br)s1)n2C	12.7	-7.0	i	i	-12.7	-0.703	-0.149	-0.0147	0.977	1.9	1315	-21.9%	3.1	1.7	6.0	-0.9%	-0.42	1586
O=C(NC(=S)N1CCN(c2ccc(C(F)(F)F)cc2[N+](=O)[O-])CC1)c1cccs1	59.4	76.7	i	i	-3.9	-1.18	-0.229	-0.744	0.523	-1.2	1247	-1.8%	3.6	2.0	4.4	9.0%	-0.79	1218
Cn1cnnc1Sc1ccc(C(=O)NCCC(c2ccccc2)c2ccccc2)cc1[N+](=O)[O-]	-3.7	-13.5	i	i	-2.1	-0.731	-0.253	-0.762	0.622	-4.6	545	13.0%	2.7	3.5	6.4	8.2%	0.31	1252
CCN(CC)P(=O)(Nc1ccccc1Br)c1ccc(N(C)C)cc1NC(=O)c1ccco1 (stereo unspecified)	5.6	4.7	i	i	-2.3	0.485	-0.0575	0.516	-1.01	-0.3	1091	16.4%	3.0	3.0	10.8	6.9%	-0.2	1263
O=C(CSc1ccc2nnc(-c3ccccn3)n2n1)Nc1ccc2c(c1)OCO2	-3.3	11.4	i	i	-0.9	-1.22	-0.218	-0.706	0.834	0.1	1014	7.2%	1.5	3.8	5.9	6.8%	-0.31	1830
O=C(NCC(=O)N(c1cccc(F)c1)C(C(=O)NCC1CCCO1)c1ccccc1)c1ccco1 (stereo unspecified)	18.7	-41.5	i	i	-3.4	-0.346	-0.218	0.0569	0.29	0.1	1219	0.7%	2.3	3.4	13.8	-8.2%	0.41	1052
Cc1nn(-c2ccccc2)nc1CNS(C)(=O)=O	x	x	i	x	x	-1.05	-0.235	-0.612	1.21	0.1	1294	x	x	x	x	x	-0.25	1491
